NCI-60 one-dose screen, 48 h, at 10 µM unless noted. Numbers give growth in % (100 = growth as untreated, 0 = no growth, -100 = all killed).
ACHN = ACHN renal cancer. 81,000 tested, 4.9% active
CAKI-1 = CAKI-1 renal cancer | 75,000 tested, 4.7% active | AID 1794772
IGROV1 = IGROV1 ovarian cancer; 79,000 tested, 4.7% active
TK-10 = TK-10 renal cancer cells | 81,000 tested, 3.9% active
NCI/ADR-RES = NCI/ADR-RES ovarian cells | AID 1794790 | 81,000 tested, 4.4% active
786-0 = 786-0 renal cancer cells. 81,000 tested, 5.1% active. AID 1794775
SN12C = SN12C renal cancer cells | 81,000 tested, 3.8% active
UO-31 = UO-31 renal cancer; 81,000 tested, 5.2% active; AID 1794768
An asterisk follows results filed as active; x = not tested or not shown; & = joins results of further samples. The calls were made as follows: active = growth percent below 10; inactive = the rest.

SMILES	ACHN	CAKI-1	IGROV1	TK-10	NCI/ADR-RES	786-0	SN12C	UO-31
Oc1cccc2cnccc12	92	83	88	94	104	104	97	81
CCN1CCN(c2nc(NN3C(=O)c4cccc5cccc(c45)C3=O)nc(N3CCOCC3)n2)CC1	105	79	95	121	100	107	102	66
COc1cc(NC(C)=O)ccc1C(=O)NC(=S)Nc1ccc(S(N)(=O)=O)cc1	94	73	90	121	97	91	79	71
CCCCC1COc2cccc3c2N1C=C/C3=C\C(=O)N(C)Cc1ccccc1 (configuration not stated)	104	84	106	104	101	102	97	81
O=C1OC(c2ccccc2)=N/C1=C\c1ccc2c(c1)OCO2	101	93	103	116	x	114	100	84
COC(=O)/C=C1\CC[C@H]2[C@@H]3C[C@@H](F)[C@@]4(O)CC(=O)CC[C@]4(C)[C@H]3C(=O)C[C@]12C	103	102	138	108	109	100	98	73
CCCCCCCCCCCCSP(SCCCCCCCCCCCC)SCCCCCCCCCCCC	102	77	101	108	110	102	103	89
O=C(N/N=C/c1ccco1)C(=O)Nc1ccc(Cl)c([N+](=O)[O-])c1	102	98	103	130	104	110	99	80
Cn1c(=O)c2c(ncn2CC(=O)Nc2ccc(F)cc2)n(C)c1=O	109	97	108	96	105	101	110	86
O=C(O)CSC(=S)c1ccccc1	x	x	99	101	95	107	101	90
NS(=O)(=O)c1ccc(NCc2ccc(N=Cc3c(O)[nH]c4ccccc34)cc2)cc1	93	65	67	135	107	99	77	56
O=C1[C@@H]2Cc3c([nH]c4ccccc34)[C@H](c3ccc(Cl)cc3)N2C(=O)CN1C1CCN(CC2CCCCC2)CC1	91	61	74	143	89	98	91	53
CCCCNC(=O)c1[nH]cc(-c2ccc(OC)cc2)c1-c1cc(OC)c2c(c1OC)OCO2	76	58	76	118	82	91	91	81
COc1ccc2c(c1)N(Cc1ccc(Cl)cc1)CCC2N1CCCC1=O (configuration not stated)	53	41	13	55	53	49	39	8.6*
CC12CCC(C(S(=O)(=O)Nc3ccccc3)C1=O)C2(C)C (configuration not stated)	98	112	98	105	108	104	87	72
CC1(C)CC[C@]23CC[C@]4(C)[C@H](CC[C@@H]5[C@@]6(C)Cc7cnoc7C(C)(C)[C@@H]6CC[C@]54C)[C@H]2[C@H]1OC3=O	98	75	99	104	98	97	97	80
Cc1c(Cc2cc(C(C)(C)C)c(O)c(C(C)(C)C)c2)c(C)c(Cc2cc(C(C)(C)C)c(O)c(C(C)(C)C)c2)c(C)c1Cc1cc(C(C)(C)C)c(O)c(C(C)(C)C)c1	106	90	111	95	97	103	98	77
C/C=C(/C(=O)NC(N)=O)C(C)C	110	104	114	117	107	97	102	100
CCS(=O)CC	111	95	110	134	x	107	110	94
CC(C)CC1C(C)(c2ccccc2)CC1(C)c1ccccc1 (configuration not stated)	97	99	110	93	104	100	105	82
CC(=O)NNC(=O)c1sc(NC(C)=O)nc1C	106	115	23	95	104	122	99	89
CCOC(=O)c1ccc(NC(=O)CSC(CC(=O)c2sc(Nc3ccccn3)nc2C)c2ccccc2F)cc1 (configuration not stated)	12	3.0*	14	29	11	-12*	-15*	-3.0*
CCCCCCCCCCCCCCCC(=O)Nc1ccn(CC#CCO)c(=O)n1	101	93	102	111	93	108	99	82
O=C(O)C(=Cc1ccccc1)C(=O)O	97	100	98	109	96	95	98	71
COC(=O)C1=Nc2cc(OC)cc(OC)c2/C1=C\c1sc(=S)n(C(Cc2ccccc2)C(=O)O)c1O (configuration not stated)	103	91	98	126	103	100	111	85
COc1ccc(CCNC(=O)c2cccc(Cl)c2)cc1OC	94	103	118	117	97	101	103	95
CCN(CC)C(=S)Sc1cccc2c1C(=O)c1ccccc1C2=O	101	75	70	115	100	107	94	74
CN(C)CCOc1cccc(OCCN(C)C)n1	104	68	100	112	105	95	95	93
Cc1cc2c(cc1C)C(=O)OC2=O	110	101	x	97	101	107	98	88
CCNC(=O)N1CCc2cc(OC)c(OCCc3ccc(OC)c(N)c3)cc2C1c1cc(C)c(C)cc1C (configuration not stated)	33	30	32	68	21	23	39	38
CCOC(=O)C1=C(N)N(c2ccc(Cl)cc2)C2=C(C(=O)CC(C)(C)C2)C1c1ccccc1Br (configuration not stated)	80	68	100	78	86	88	87	60
C#CC(C)(O)[C@@H]1C[C@H](CC(=O)O)C1(C)C (some centres not stated)	110	96	x	114	111	110	108	87
COc1ccc(-c2nn(-c3cccc(Cl)c3)cc2-c2c(C#N)c(N)n(N)c(=O)c2C#N)cc1	87	x	x	60	90	84	69	x
O=c1[nH]c2ccccc2c2ccccc12	113	83	106	113	99	x	102	88
CCOC(=O)O[C@]1(C(=O)COC(=O)CC)CCC2C3CCC4=CC(=O)C=C[C@]4(C)C3[C@@H](O)C[C@@]21C (some centres not stated)	107	90	98	110	83	111	58	77
CCN(CC)C(=O)C(C(C)C)N1C(=O)/C(=C/c2ccc(Br)cc2)SC1=S (configuration not stated)	104	88	103	115	102	102	99	81
CN(C(=O)CCC(=O)N(C)c1ccccc1)c1ccccc1	101	93	96	89	95	96	105	69
CC/C(=C(\c1ccc(OCCN2CCOCC2)cc1)c1ccc(OC(=O)C2CCCCC2)cc1)c1ccc(Cl)cc1	110	94	105	97	109	104	103	88
O=C(c1ccccc1)c1ccccc1Cl	112	109	106	95	105	99	101	87
CC(C)NC1(C#N)CCN(Cc2ccccc2)CC1	103	73	100	101	95	97	98	96
CC#C[C@]1(O)CCC2C3CCC4=CC(=O)CCC4=C3[C@@H](c3ccc(N(C)C)cc3)C[C@@]21C (some centres not stated)	65	26	73	70	55	58	78	44
CN1CCc2c(sc3nc(-c4ccccc4)[nH]c(=O)c23)C1	100	87	103	112	100	102	96	91
CCOC(=O)C1=C(C)NC(C)=C(C(=O)OCC(C)C)C1c1cccc(C#N)c1 (configuration not stated)	97	64	99	105	78	89	96	94
NCCNC(=O)c1nc(Cn2cc(Br)cn2)no1	98	103	113	115	109	103	104	104
c1ccc(COC(CN2CCOCC2)c2ccccc2)cc1 (configuration not stated)	112	99	101	102	94	103	104	89
C#CCOc1ccccc1C(Nc1ccc(F)cc1)c1nnnn1C1CCCCC1 (configuration not stated)	100	64	85	103	96	90	96	73
CN1C(=O)N(C)N(Cc2ccccc2)C(=O)N1Cc1ccccc1	109	89	102	104	105	105	107	88
Cn1cnc2c1c(=O)n(CC(=O)Nc1ccc(F)cc1)c(=O)n2C	104	90	102	103	101	102	99	85
O=C(CSc1nnc(COc2cnc3ccccc3n2)o1)Nc1ccc(Cl)c(Cl)c1	93	73	81	130	96	112	105	73
CCCCCCCCCCCCCCCCSC(=NCC)NCC	-22*	-26*	-89*	51	25	11	19	-13*
Cn1cnc2ccccc21	x	x	108	89	100	102	102	83
O=C(O)c1ccccc1N/N=C/c1ccccc1	109	101	126	98	104	116	107	90
O=C(N/N=C/c1ccc(Br)o1)c1[nH]c2ccc(Br)cc2c1-c1ccccc1	-21*	2.9*	5.4*	10.0*	-42*	-53*	-59*	-34*
COc1cc2c(c(OC)c1OC)C(=O)CC(c1cccc(NC(=O)c3cc(NC(=O)[C@H](C)N)ccc3Cl)c1)O2 (some centres not stated)	50	51	70	101	11	45	52	46
CC(CO)(CO)C(=O)O	103	99	126	103	103	105	105	99
CCOC(=O)c1cc2c(=O)oc3ccccc3c2oc1=O	90	111	103	99	112	111	98	83
CCOC(=O)C1(c2ccccc2)CCOC1=O (configuration not stated)	101	102	120	102	109	102	106	96
O=C(O)CCCCNC(=O)c1nc(-c2ccccc2)n(-c2ccccc2)n1	109	111	115	96	103	101	103	86
COc1cc(C2CC(c3ccc(Cl)cc3)=NN2C=O)ccc1OS(=O)(=O)c1ccc(C)cc1 (configuration not stated)	91	81	94	110	x	88	97	85
C=CCc1cn(C2CC(O)C(CO)O2)c(=O)[nH]c1=O (configuration not stated)	103	x	116	123	106	97	107	91

For convenience, some entries already given:
SMILES	ACHN	CAKI-1	IGROV1	TK-10	NCI/ADR-RES	786-0	SN12C	UO-31
COc1cc(C2CC(c3ccc(Cl)cc3)=NN2C=O)ccc1OS(=O)(=O)c1ccc(C)cc1 (configuration not stated)	91	81	94	110	x	88	97	85
C=CCc1cn(C2CC(O)C(CO)O2)c(=O)[nH]c1=O (configuration not stated)	103	x	116	123	106	97	107	91

Grouped by structure, the compounds so far containing a COOH group
SMILES	ACHN	CAKI-1	IGROV1	TK-10	NCI/ADR-RES	786-0	SN12C	UO-31
O=C(O)CSC(=S)c1ccccc1	x	x	99	101	95	107	101	90
O=C(O)C(=Cc1ccccc1)C(=O)O	97	100	98	109	96	95	98	71
COC(=O)C1=Nc2cc(OC)cc(OC)c2/C1=C\c1sc(=S)n(C(Cc2ccccc2)C(=O)O)c1O (configuration not stated)	103	91	98	126	103	100	111	85
C#CC(C)(O)[C@@H]1C[C@H](CC(=O)O)C1(C)C (some centres not stated)	110	96	x	114	111	110	108	87
O=C(O)c1ccccc1N/N=C/c1ccccc1	109	101	126	98	104	116	107	90
CC(CO)(CO)C(=O)O	103	99	126	103	103	105	105	99
O=C(O)CCCCNC(=O)c1nc(-c2ccccc2)n(-c2ccccc2)n1	109	111	115	96	103	101	103	86

Following part.
SMILES	ACHN	CAKI-1	IGROV1	TK-10	NCI/ADR-RES	786-0	SN12C	UO-31
Clc1nc(NC2CCCCC2)c2cn[nH]c2n1	95	90	99	82	111	104	106	83
CCOC(=O)N1C(=O)NC(=O)C1c1ccc(Cl)cc1 (configuration not stated)	110	90	121	98	101	118	92	87
Nc1cc2c(cc1S(=O)(=O)O)C(=O)c1ccccc1C2=O	102	x	98	104	102	97	110	86
Cc1ccc(-c2csc(NC(=O)c3cc(-c4ccccc4)nc4ccc(Cl)cc34)n2)cc1	91	99	68	124	74	102	93	77
c1ccc(CSc2nnc(-c3ccc(-c4nc5ccccc5[nH]4)cc3)o2)cc1	82	77	100	102	76	93	92	83
COC(=O)[C@H](Cc1ccc(O)cc1)n1cc(COC(=O)c2cccc3c(=O)c4ccccc4[nH]c23)nn1	91	86	88	102	89	99	89	80
CN1CCN(c2ccc(-c3c(C#N)c(-c4ccc(Cl)cc4)nc4c3c(-c3ccccc3)nn4-c3ccccc3)cc2)CC1	106	85	107	95	100	93	96	82
CCCCCCCCCCCCCCCCCCCC(=O)N[C@H]1CCC2(C)C(C1)C[C@@H](O)C1C2C[C@H](O)C2(C)C1CC[C@@H]2[C@H](C)CCC(=O)O (some centres not stated)	x	101	98	122	103	96	107	95
COc1cc(/C=C/C(=O)c2ccc(-n3cc(CN4CCN(c5cc6c(cc5F)c(=O)c(C(=O)O)cn6C5CC5)CC4)nn3)cc2)cc(OC)c1OC	93	69	79	98	86	72	59	65
CC(=O)Nc1cccc(C(=O)C2=Cc3cc4ccccc4n3Cc3cnnn32)c1	90	82	79	123	100	97	84	57
CSc1nc2c(c(=O)[nH]1)C1(C(=O)Nc3ccccc31)c1c(nc(SC)[nH]c1=O)N2	103	103	102	110	108	103	102	87
O=C(NCc1ccco1)C1CCN(S(=O)(=O)c2ccc(Cl)cc2)CC1	83	70	x	104	67	83	78	58
Cc1cc(C)c(N2C(=O)CC(Nc3ccc(Cl)c(Cl)c3)C2=O)c(C)c1 (configuration not stated)	104	86	98	103	91	87	101	86
Cc1[nH]c(=S)nc(N)c1N	111	98	103	92	106	104	97	85
COc1ccc(CCN2CC=Cn3c2nc2ccccc2c3=O)cc1	27	27	32	78	15	x	33	35
CCOC(=O)c1cnc2c(C)cccc2c1Nc1ccc(C(C)=O)cc1	18	12	2.4*	11	25	8.8*	30	13
O=Cc1cccc(OCc2cn(CC(=O)Nc3nc4ccccc4s3)nn2)c1	98	87	92	105	106	104	98	67
O=C(O)c1cn(C2CC2)c2cc(N3CCN(C(=O)C[n+]4ccc5ccccc5c4)CC3)c(F)cc2c1=O	105	92	107	100	106	101	107	84
Cc1ccc(C(=O)N/C(=C2/OCCN2C)[P+](c2ccccc2)(c2ccccc2)c2ccccc2)cc1	114	102	70	102	101	103	86	85
C1CCC(O[Si](OC2CCCCC2)(OC2CCCCC2)OC2CCCCC2)CC1	111	113	113	112	108	97	110	81
c1cnc2[nH]cc(-c3csc(-c4cn(CCCN5CCCCC5)c5ccccc45)n3)c2c1	60	x	35	115	68	56	63	44
COc1ccc(Oc2nc(Nc3ccc(N4CCOCC4)cc3)ncc2N=Cc2ccc(O)c(OC)c2)cc1	49	79	92	109	87	100	91	71
N=C(N)SCc1ccccc1	103&106&97	103&100	110&111&108	99&106&94	95&123&105	91&97&41	94&107&104	75&98&91
O=C(CCSCCC(=O)N/N=C/c1ccc(F)cc1)N/N=C\c1ccc(F)cc1	93	91	x	91	104	110	92	68
COc1cc2cc(CN3CCN(c4nccc(-c5ccc6ccccc6c5)n4)CC3)c(=O)[nH]c2cc1OC	76	99	92	91	86	33	52	75
CN(C)c1ccc(C(c2ccc(Cl)cc2)c2ccc(N(C)C)cc2)cc1	101	96	105	103	100	91	92	84
CCCC1CC(=O)NC1(C(=O)OCC)C(=O)OCC (configuration not stated)	94	87	x	112	x	109	96	x
N#CC(C#N)=C(C#N)NC12CC3CC(CC(C3)C1)C2	98	98	102	91	108	100	96	75
O=c1c(C=Nc2ccc(Cl)cc2)c(O)n(-c2ccc(Cl)cc2)n1-c1ccc(Cl)cc1	49	52	70	95	69	77	87	63
CCN1CCN(c2nc(NCCNc3ccnc4cc(Cl)ccc34)c3ccccc3n2)CC1	-26*	x	29	-19*	70	4.7*	-5.7*	-75*
Cc1nn2c(-c3nc4cc(Cl)c(F)cc4[nH]3)c(-c3ccccc3)nc2s1	x	x	81	103	94	101	89	68

Assay outcomes: PubChem BioAssay, NCI
